GALK inh: inhibitors of human galactokinase; P51570; Purified GALK, Kinase-Glo residual ATP luminescence; Potency, µM (top dose mostly 57.5 µM), for the others: top-dose activity change, negative = inhibition, hits mostly inhibitors; 270,000 tested, 0.007% active; note: potency is the fitted concentration of half-maximal effect; % is set by controls: 0 for no effect and ±100 for the full control effect
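GALK at 5 nM final was combined with compound, 35 uM ATP and 100 uM galactose in HEPES pH8.0 with MgCl2 and DTT. The reaction ran one hour at room temperature before luminescent ATP detection.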
CXXC DNA block: inhibitors of human MLL CXXC domain-DNA interaction; Q03164; MLL-CXXC / FITC-HOXA9 DNA fluorescence polarization; Potency, µM (titrated, usually from 115 µM), inactives show at the highest dose activity change, negative = inhibition, actives largely listed as inhibitors; 290,000 tested, 0.037% active; AID 2662; active = well fitted inhibition curve with a large enough effect in the polarisation, with a control signal flat, not every such curve was filed as active; inconclusive = small, poorly fitted or top-dose-only effect, or effect the other way, or a change in a side signal; inactive = no such curve, though single readings can be large or run the other way; the % refers to the polarisation; note: potency is the fitted concentration of half-maximal effect
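Steps: dispense CXXC domain solution (7 uM) → pin compounds or unlabeled HOX-A9 DNA control → 5 min ambient → add FLSN-HOX-A9 solution (50 nM) → spin → 30 min ambient → fluorescence polarization. Tris pH 7.5/NaCl/DTT/BSA buffer.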
KCNH2 WT inh: blocks the wildtype human KCNH2 potassium channel; 340,000 tested, 0.37% active; AID 720551; activity change, % at 1.84 µM; U2OS, BacMam KCNH2, thallium flux FluxOr; hits give low values;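 active = maximum activity change below -70%; inconclusive = maximum activity change between -70% and -50%; inactive = maximum activity change above -50%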; note: % is set by controls: 0 for no effect and ±100 for the full control effect
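U2OS cells transduced with wild-type KCNH2 virus are loaded with FluxOr dye for 45 min, and thallium flux is measured in kinetic reads before and after stimulation buffer. Rate constants are normalized to DMSO controls.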
KCNH2 3.1 inh: KCNH2 3.1 (human) potassium channel inhibition. U2OS KCNH2 3.1, thallium flux FluxOr; hits give low values. activity change, % (tested at about 1.8 µM). 340,000 tested, 0.95% active;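 active = maximum activity change below -70%; inconclusive = maximum activity change from -70% to -50%; inactive = maximum activity change above -50%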;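 note: thallium influx rate constant from kinetic fluorescence after stimulation buffer; % is set by controls: 0 for no effect and ±100 for the full control effect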
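Thallium flux read-out: FluxOr dye with Red40 quencher in HBSS/HEPES, 45 min at RT. Rate constants from kinetic reads were normalized to positive and negative DMSO controls. Cells: U2OS virally expressing the 3.1 isoform.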
A-T KAP1 phos: potential ataxia-telangiectasia treatments restoring KAP-1 phosphorylation. […] A-T fibroblasts, KAP-1 phosphorylation AlphaLISA; neocarzinostatin DNA damage 30 min before lysis. Potency, µM (titrated, usually from 57.5 µM), without a hit: at the top dose activation, actives largely listed as activators. 320,000 tested, 0.19% active. AID 485349; note: potency is the fitted concentration of half-maximal effect; % of control where 0% means no effect; nearly all actives have a fitted effect of over 45% in size
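ATM-like activity read as KAP-1 phosphorylation via AlphaLISA donor/acceptor antibody pairs after lysis and 6 hr at 25C. Cells were ATM-null patient fibroblasts ([…], hTERT), dosed 60 min, then exposed to the DSB inducer NCS for 30 min.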
TRPV1 ag: activates the human vanilloid receptor TRPV1; 320,000 tested, 0.19% active; activation, % at 8.33 µM; TRPV1-expressing cells, Fluo-8 calcium influx, agonist mode; Q8NER1; in the data active = activation above about 80%; inconclusive = between about 30% and that limit; note: 0% is about no effect
Target sequence (Q8NER1 whole entry, looked up): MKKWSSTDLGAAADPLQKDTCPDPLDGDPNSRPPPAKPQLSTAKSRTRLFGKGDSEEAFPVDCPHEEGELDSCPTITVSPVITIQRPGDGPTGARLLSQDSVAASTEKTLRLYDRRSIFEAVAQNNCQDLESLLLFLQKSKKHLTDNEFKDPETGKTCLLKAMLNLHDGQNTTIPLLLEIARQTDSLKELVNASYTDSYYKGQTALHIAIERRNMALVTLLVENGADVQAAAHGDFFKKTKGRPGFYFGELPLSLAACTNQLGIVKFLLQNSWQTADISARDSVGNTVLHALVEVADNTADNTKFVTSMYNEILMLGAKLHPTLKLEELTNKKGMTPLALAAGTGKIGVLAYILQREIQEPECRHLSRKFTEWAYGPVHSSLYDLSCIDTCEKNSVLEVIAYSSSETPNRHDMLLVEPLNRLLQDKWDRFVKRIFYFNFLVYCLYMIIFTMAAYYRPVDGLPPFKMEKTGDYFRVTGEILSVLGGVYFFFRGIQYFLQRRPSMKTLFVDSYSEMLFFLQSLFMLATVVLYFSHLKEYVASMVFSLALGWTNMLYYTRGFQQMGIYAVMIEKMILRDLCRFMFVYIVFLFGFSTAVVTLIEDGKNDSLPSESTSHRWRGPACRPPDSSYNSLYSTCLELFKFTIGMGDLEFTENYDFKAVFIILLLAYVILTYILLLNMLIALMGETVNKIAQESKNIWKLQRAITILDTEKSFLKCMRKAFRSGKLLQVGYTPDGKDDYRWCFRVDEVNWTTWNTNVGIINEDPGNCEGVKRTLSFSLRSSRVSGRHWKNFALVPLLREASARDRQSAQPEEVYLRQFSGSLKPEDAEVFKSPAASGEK
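TRPV1-expressing cells were cultured overnight at 35.5C and loaded with Fluo-8 calcium dye for 40 to 90 min at room temperature. After a 10 s baseline, compound was added and calcium influx was read kinetically for 3 min (ex 480/em 520 nm).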
Integrin act MD: activates integrin-mediated alleviation for muscular dystrophy | alpha7betagal myoblasts, beta-gal FDG fluorescence, 48 h | Potency, µM (top dose mostly 38.3 µM), without a hit: at the top dose activation, actives largely listed as activators | 350,000 tested, 0.064% active | AID 624291;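 note: potency is the fitted concentration of half-maximal effect; 100% = response of the positive control SU9516; nearly all actives have a fitted effect of over 60% in size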
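alpha7betagal+/- myoblasts (passage 13, 250/well) treated 48 h at 37C with compounds at 1:260 dilution of DMSO stock. Lysed, then beta-galactosidase activity read as FDG fluorescence (ex 480/em 540) after 30 min, with pre-read for autofluorescence.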
MBNL1-CUG inh: inhibitors of human MBNL1 binding to CUG repeat RNA; TR-FRET MBNL1-His/biotin-(CUG)12 binding, 665/545 ratio; Potency, µM (top dose mostly 57.5 µM), for inactives: at the top dose activity change, negative = inhibition, actives largely listed as inhibitors; 280,000 tested, 0.036% active; active = well fitted inhibition curve with a large enough effect in the signal ratio, with a control signal flat, not every such curve was filed as active; inconclusive = small, poorly fitted or top-dose-only effect, or effect the other way, or a change in a side signal; inactive = no such curve, though single readings can be large or run the other way; the % refers to the signal ratio; note: potency is the fitted concentration of half-maximal effect; % is set by controls: 0 for no effect and ±100 for the full control effect
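Ratiometric TR-FRET (665 over 545 nm, excitation 340 nm) tracks disruption of MBNL1-His/biotin-(CUG)12 complex after 60 min at room temperature, with compounds at 92 nM to 58 uM final.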
Coupling enz: coupling enzyme interference in Giardia aldolase counter-screen. coupling enzyme system counterscreen, AmpLite Red fluorescence. activity change, negative = inhibition, % at 58.2 µM, hits read low. 290,000 tested, 0.67% active. AID 2472; in the data active = activity change below about -30%; note: % is set by controls: 0 for no effect and ±100 for the full control effect
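Fluorescence at 525 nm excitation and 598 nm emission measured inhibition of the coupled detection system without aldolase. Compounds (at 57.5 uM final) were preincubated 10 min at room temperature with coupling enzyme reagent before a 20 min substrate/AmpLite Red step.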
ASM inhibitor: blocks human secretory acid sphingomyelinase | P17405 | Potency, µM (titrated, usually from 57.5 µM), for inactives: at the highest dose activity change, negative = inhibition, actives largely listed as inhibitors | AID 504937 | placental ASM, HMU-PC fluorogenic substrate, 60 min | 340,000 tested, 0.006% active; note: potency is the fitted concentration of half-maximal effect
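HMU-PC0 cleavage (9 uM final) by human placental ASM, 60 min at 37 °C following 10 min compound exposure at RT; stopped at pH 10, fluorescence Ex 386/Em 447 nm.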
* marks the source's active call; other numbers are inactive results; ? = inconclusive; . = no result given; & = joins results of further samples. Unless noted, calls come from the whole dose curve; as a rule, active = well fitted curve in the direction sought with a large enough effect; inconclusive = small, poorly fitted or top-dose-only effect, or another doubt; inactive = no such curve, though single readings can be large; an effect the other way counts as inactive or inconclusive.

mol	GALK inh	CXXC DNA block	KCNH2 WT inh	KCNH2 3.1 inh	A-T KAP1 phos	TRPV1 ag	Integrin act MD	MBNL1-CUG inh	Coupling enz	ASM inhibitor
OCCN1CCN(c2ncnc3nc[nH]c23)CC1	-3.5%	-3.0%	2.6	-7.0	-5.3%	1.2	0.0%	-3.7%	-1.4	0.3%
CC(=O)N[C@H]1[C@H](OCc2ccccc2F)O[C@H](COC(C)=O)[C@@H](OC(C)=O)[C@@H]1OC(C)=O	0.9%	-4.6%	1.6	1.9	19.5%	2.9	22.4%	-1.4%	-0.2	2.8%
CC(C)C(NC(=O)c1ccccc1)C(=O)OCC(=O)N1CCN(c2ccccc2)CC1 (configuration not stated)	.	.	-4.2	1.4	3.1%	-0.1	-23.4%	.	.	-1.3%
C[C@@H]1NC(=O)[C@H](CC(N)=O)NC(=O)c2cc([N+](=O)[O-])cc(I)c2OCC[C@@H](C(=O)NC(CC(=O)O)C(N)=O)NC1=O (some centres not stated)	.	19.5%	.	.	0.8%	-1.5	8.0%	?	2.5	-4.8%
Clc1ccc(N2CCN(Cc3c[nH]c4ncccc34)CC2)cc1	.	16.0%	.	-82.0*	3.0%	24.2	.	.	0.8	-2.9%
CN(C)CCN1C(=O)NC(C)(c2ccc([N+](=O)[O-])cc2)C1=O (configuration not stated)	-1.8%	-7.4%	-0.8	-11.8	6.3%	0.0	-20.1%	?	0.0	4.9%
Cn1ccnc1C1CCCCN1Cc1nc(Cc2cccc(C(F)(F)F)c2)no1 (configuration not stated)	6.2%	0.3%	11.7	5.7	-1.9%	0.3	4.3%	2.6%	-1.6	2.5%
COc1ccccc1-c1c(C(F)(F)F)oc2c(CN(C)C)c(O)ccc2c1=O	0.3%	-3.7%	4.0	-10.9	-2.8%	-1.7	1.1%	5.5%	-1.9	10.3%
COc1ccc(CCN2C(=O)C3CC(C)=C(C)CC3C2=O)cc1OC (configuration not stated)	6.2%	24.5%	-0.9	.	.	-1.3	-19.1%	-6.4%	4.9	1.2%
CCOC(=O)C(=CNCC(=O)OC)C(=O)OCC	-0.6%	0.9%	-3.4	-1.1	-0.4%	1.8	11.0%	4.1%	0.4	2.2%
O=C(NC(=S)NCCCN1CCOCC1)c1ccco1	1.1%	0.9%	5.5	-9.8	4.6%	-1.4	-18.6%	-5.4%	-1.7	4.7%
Cc1cccc(C)c1NC(=O)CNC(=O)C(Cc1ccccc1)NC(=O)c1ccccc1 (configuration not stated)	-3.9%	3.0%	0.8	7.4	-5.2%	0.2	10.2%	-2.1%	.	10.4%
Cc1cccc(N/C=C(\[N+](=O)[O-])S(=O)(=O)c2ccccc2)c1	10.1%	2.8%	-11.8	5.3	1.6%	1.1	3.0%	.	2.9	-0.1%
Cc1ccccc1S(=O)(=O)N1[C@@H](c2ccc(F)cc2)C(C(=O)O)=CC[C@H]1c1ccc(Cl)cc1	.	.	-0.1	18.8	17.6%	6.5	9.4%	.	.	2.5%
COc1ccc(OC)c(NC(=O)C(=O)NCc2ccncc2)c1	0.6%	1.6%	0.9	.	1.8%	1.3	-4.1%	.	2.5	-0.9%
CCOC(=O)C(CO)NC(=O)C1(NC(C)=O)CCCC1 (configuration not stated)	.	.	3.5	8.0	.	.	41.5%	.	.	-0.2%
Cc1cc(OC(C)C(=O)NCC2CCC(C(=O)O)CC2)c2c(C)c(Cc3ccccc3)c(=O)oc2c1 (configuration not stated)	.	-6.4%	-1.5	10.4	-2.2%	-2.3	-12.8%	15.0%	2.1	-2.0%
COc1ccc(O)c(CN2CCCC(C(=O)Nc3cccc(-n4cccn4)c3)C2)c1 (configuration not stated)	0.4%	1.2%	37.3	-16.9	7.4%	1.6	-10.8%	0.3%	.	1.8%
O=C(CNC(=O)c1ccco1)N/N=C/c1ccc(O)c([N+](=O)[O-])c1	-0.4%	9.1%	0.6	.	-4.1%	1.6	0.3%	?	-0.6	-1.3%
COc1cc(C)c(NC(=S)Nc2cccc(Cl)c2)cc1OC	-5.0%	14.7%	-18.8	1.7	-4.2%	8.3	-2.8%	-4.3%	1.5	-0.4%
Fc1ccc(NC(=S)Nc2cccc(Cl)c2)cc1	0.7%	?	.	0.9	-5.5%	4.5	-43.8%	-7.8%	-0.5	-4.7%
Clc1ccc(Oc2nc(N3CCOCC3)nc(N3CCOCC3)n2)cc1	-0.8%	7.7%	3.7	7.1	.	5.3	-1.5%	-3.9%	0.9	1.8%
COc1ccc2[nH]c3c(c2c1)CCN1C(=O)C(CC(=O)NCC24CC5CC(CC(C5)C2)C4)C[C@H](C(=O)N(C(C)C)C(C)C)[C@@]31C (some centres not stated)	.	.	1.7	-5.2	8.5%	.	-23.3%	.	.	-4.1%
Cn1cnnc1SCc1ccc(C#N)cc1Cl	0.9%	0.8%	-16.0	13.8	4.1%	-6.2	40.7%	-15.7%	-0.5	2.5%
COC(=O)C1=C(C(=O)OC)SC(=C2C(=S)C(C)(C)N(C(=O)C(C)C)c3ccccc32)S1	1.1%	4.0%	-5.1	0.5	-11.0%	0.9	-24.1%	1.7%	-0.7	-13.1%

mol	GALK inh	CXXC DNA block	KCNH2 WT inh	KCNH2 3.1 inh	A-T KAP1 phos	TRPV1 ag	Integrin act MD	MBNL1-CUG inh	Coupling enz	ASM inhibitor
COC(=O)CNC(=O)CCc1nnc(C2(c3ccc(Cl)cc3)CCC2)o1	5.2%	21.2%	7.8	-5.4	-3.1%	0.4	-20.6%	14.5%	2.0	4.6%
CCc1ccc(NC(=O)Nc2ccon2)cc1	2.3%	-2.6%	6.9	1.7	10.5%	23.8	8.3%	-2.3%	0.9	-4.0%
NC(=O)c1ccccc1NCC(=O)c1ccc(F)cc1	-0.7%	1.7%	8.8	-7.2	-14.8%	-0.2	-9.0%	-1.9%	3.0	-4.4%
COc1ccc(NC(=O)c2cc3ccccc3cc2O)cc1	.	9.1%	-12.6	-5.2	1.7%	?	22.2%	1.6%	-29.2	-5.2%
C[C@H]1[C@H](C)CC[C@]2(C)CC[C@]3(C)C(=CC(=O)C4[C@@]5(C)CC[C@H](O)C(C)(C)C5CC[C@]43C)[C@H]12 (some centres not stated)	.	.	-9.8	-35.5	7.1%	-1.3	15.2%	.	.	-3.8%
Cc1cc(NC(=O)c2nn3cccnc3c2Cl)no1	-2.0%	12.5%	-4.0	1.4	0.4%	-2.8	-1.1%	26.6%	-1.2	-0.5%
Cc1cccc(-n2c(C)nc3cc(C(=O)NCC4CCCO4)ccc32)c1 (configuration not stated)	0.1%	2.7%	-16.8	0.1	2.8%	25.8	-25.6%	2.1%	-0.1	3.8%
O=C(c1ccccc1)c1ccc(N2CCCC2)cc1	-5.4%	-3.7%	3.1	0.0	9.9%	?	-10.1%	26.7%	-0.1	-1.9%
CCc1cc2c3c(c(=O)oc2cc1OC)CCCC3	-3.7%	2.3%	3.2	-1.7	4.6%	-9.0	13.3%	-9.5%	5.0	-4.8%
CCCCC1=CC2=CC(=O)C(C)(OC(=O)CC)C(=O)C2=CN1CCOC (configuration not stated)	0.4%	-3.5%	1.2	-7.4	-16.1%	0.8	32.4%	?	-7.2&-20.2	15.8%
CSCCC(NS(=O)(=O)c1ccccc1F)C(=O)NC(C)c1ccccc1 (configuration not stated)	5.0%	2.4%	4.7	14.5	-1.4%	1.0	3.0%	-6.1%	2.3	-2.5%
CSCC[C@H](NC(=O)[C@@H]1CSC2c3ccccc3C(=O)N21)C(=O)NC1CCCC1 (some centres not stated)	1.6%	2.2%	-4.2	-30.5	-1.6%	2.8	?	-6.1%	.	0.1%
Cc1ncc(CN2CCC(C(=O)Nc3ccc(-n4cccn4)cc3)CC2)s1	-1.8%	?	-5.7	-26.1	-6.1%	1.0	-2.6%	-0.1%	-1.1	1.0%
O=C(COc1ccc(Cl)cc1)OCC(=O)N1CCCC1	0.2%	0.1%	-3.6	6.8	5.5%	-1.2	6.2%	-11.5%	-0.4	2.9%
Cc1ccccc1-c1nn(-c2ccccc2)cc1C(=O)NCC(c1ccco1)N1CCCC1 (configuration not stated)	.	.	28.8	-14.6	-13.6%	3.9	-15.4%	.	.	-1.0%

Assay outcomes (PubChem BioAssay)
